Compound activity (PubChem BioAssay)
NPYLR7 agonist – mosquito NPYLR7 agonism | HEK293T NPYLR7/Galpha15, GCaMP6s calcium fluorescence | activation, % at 10 µM | 0.15% of 270,000 active | AID 1259423; in the data active = activation above about 40%;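 note: 0% = vehicle and 100% = reference agonist at the receptor; some compounds past the cut are filed as inactive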
hcGAS inh – blocks human cGAS activity | Q8N884 | recombinant h-cGAS, ATP depletion, Kinase-Glo luminescence | inhibition, % at 12.5 µM | 0.081% of 290,000 active;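 note: 0% = vehicle reaction and 100% = reaction without DNA for no activity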
Target sequence (Q8N884 whole entry, looked up): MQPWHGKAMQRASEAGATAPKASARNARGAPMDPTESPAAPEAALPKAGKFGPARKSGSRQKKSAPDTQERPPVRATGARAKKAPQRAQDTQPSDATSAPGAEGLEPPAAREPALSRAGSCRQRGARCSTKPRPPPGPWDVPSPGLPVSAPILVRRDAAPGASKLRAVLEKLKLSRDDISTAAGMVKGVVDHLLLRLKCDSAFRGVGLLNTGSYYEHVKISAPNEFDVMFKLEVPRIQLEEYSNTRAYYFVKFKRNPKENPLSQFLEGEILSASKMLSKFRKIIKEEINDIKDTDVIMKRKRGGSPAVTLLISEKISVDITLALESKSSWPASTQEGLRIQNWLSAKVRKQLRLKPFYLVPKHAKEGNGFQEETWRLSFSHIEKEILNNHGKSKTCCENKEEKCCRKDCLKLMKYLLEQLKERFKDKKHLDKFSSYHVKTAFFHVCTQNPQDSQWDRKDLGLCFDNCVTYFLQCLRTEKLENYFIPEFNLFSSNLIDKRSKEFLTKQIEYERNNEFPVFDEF
mcGAS lum – mouse cGAS inhibition by luminescence; recombinant cGAS, Kinase-Glo ATP depletion luminescence; inhibition, % at 12.5 µM; 0.15% of 160,000 active;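 note: 0% = negative control wells and 100% = reference inhibitor with no enzyme activity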
An asterisk follows results filed as active; · = no result given; & = joins results of further samples. Cut-off read from the data, not from the text of the source, unless noted: active = inhibition above about 40%; inactive = the rest.

1) C=CCn1cc(CN2CCCC(c3nc(C(C)C)no3)C2)c(C)n1 (stereo not drawn)
2) CSc1nc2ncc3c(=O)n(Cc4ccco4)ccc3n2n1
3) CC(=O)N1C[C@H](NC(=O)CC2CC(C)(C)NC(C)(C)C2)[C@@H](C2CC2)C1
4) Cc1cn2c3c(=O)n(CCN4CCOCC4)c(=O)n(C)c3nc2n1-c1ccccc1F
5) COc1ccccc1NC(=O)C1CC(=O)N(C)C(=Nc2ccccc2)S1 (stereo not drawn)
6) COc1cccc(F)c1-c1cccc(-n2cnnc2)c1
Assay by compound	1	2	3	4	5	6
NPYLR7 agonist	-9	3	·	27	-3	1
hcGAS inh	-3	-10	-2	-4	1	-2
mcGAS lum	0	·	-6	-6	1	-19

7) O=C(Cc1ccc(-n2c(=O)[nH]c3ccsc3c2=O)cc1)NCc1ccccc1
8) CC(=O)O[C@@H](C)C(=O)N1CCC(c2nc(-c3ccccc3F)no2)CC1
9) Cc1cc(C(=O)Nc2cc(C)nn2-c2nc3ccccc3s2)n(C)n1
10) CCCCN1CC(c2nc3ccccc3n2CC(=O)N2CCOCC2)CC1=O (stereo not drawn)
11) O=C(c1ccsc1)N1CCCC(N2CCN(c3cccc(Cl)c3)CC2)C1 (stereo not drawn)
12) O=C1c2ccccc2C(=O)c2cc([N+](=O)[O-])ccc21
Assay by compound	7	8	9	10	11	12
NPYLR7 agonist	-6	5	-11	3	16&-5	11
hcGAS inh	1	-7	-7	-11	-3&-2	3
mcGAS lum	·	-8	-16	-3	·	1

13) Cc1ccc(C(=O)c2c(N)c(C(=O)Nc3cc(C)cc(C)c3)c3ccccn23)cc1
14) N#Cc1cc2cc(Br)ccc2oc1=O
15) CCN1CCN(c2c(Cl)cccc2NC(=O)C2CCCO2)CC1 (stereo not drawn)
16) Nc1nc(=Nc2ccccc2C(F)(F)F)nc(N)n1C(=O)c1ccncc1
17) Cc1nc(CC2CCN(C(=O)C3CCCC3)CC2)n[nH]1
18) CC(C)(C)NN=Cc1cc(Br)cc(Br)c1O
Assay by compound	13	14	15	16	17	18
NPYLR7 agonist	-4	35	1	-2	·	6
hcGAS inh	-3	11	5	-5	-11	0
mcGAS lum	-7	4	·	·	-5	·

19) NS(=O)(=O)NCC1CCCN(c2nc(-c3cccc(Cl)c3)nc3c2CCCC3)C1 (stereo not drawn)
20) CC(=O)Nc1ccc(C(=O)Nc2ccc3c(c2)OC2(CCCCC2)O3)cc1
21) CN1CCN(c2ncnc3c2oc2ccc(Cl)cc23)CC1
22) COc1cccc(C(=O)NCCn2ncc3c(=O)n(Cc4ccc(C)cc4)cnc32)c1
23) CN(C)CCCN=c1c2ccccc2n(C)c2[nH]c(=O)n(C)c(=O)c12
24) CN1CCN(C(=O)C2CNCCN2C(=O)c2cc3ccccc3s2)CC1 (stereo not drawn)
Assay by compound	19	20	21	22	23	24
NPYLR7 agonist	6	13	11	-3	-1	9
hcGAS inh	-9	-13	-5	-6	21	-3
mcGAS lum	·	·	·	-10	20	-7

25) Cc1ccc(N2C(=O)C3C4C=CC(C4)C3C2=O)cc1C (stereo not drawn)
26) Cc1ccc(N(CC(=O)NC(C)C)CC(=O)N2CCCCC2)cc1
27) Cc1cccc(C(=O)NC(C(=O)NC2CC2)C2CCN(C(=O)CCc3ccccc3)CC2)c1 (stereo not drawn)
28) Cc1cccc(Cn2cccc2CN(CCN2CCOCC2)Cc2ccc(F)cc2)c1
29) CCCSc1ncccc1C(=O)N(Cc1nc2cc(C)ccc2o1)C1CCCCC1
30) COCCN1CCN(C(=O)CN2CC3=C(C2=O)C(c2ccccc2Cl)NC(=O)N3C)CC1 (stereo not drawn)
Assay by compound	25	26	27	28	29	30
NPYLR7 agonist	-13	11	5	·	4	-1
hcGAS inh	-6	-5	-5	-9	0	-2
mcGAS lum	-5	·	-3	-9	1	-3

31) Cn1c(=O)n(Cc2ccccc2)c(=O)c2c1nc(Br)n2Cc1ccccc1
32) CCn1nccc1NC(=O)c1cccnc1Nc1cc(Cl)cc(Cl)c1
33) N#Cc1c2n(c(=O)n(CC(=O)NC(=O)NC3CCCCC3)c1=O)CCC2
34) Cc1ccc(NC(=O)OC(C)(C)C)c(OCc2nc(C(C)C)no2)c1
35) COc1cccc(-c2cc(C(=O)N3CCN(C(=O)c4ccccc4)CC3)c(C)n2-c2ccccc2)c1
36) C/C=C/C(=O)Nc1sc([C@@H](C)CCC=C(C)C)cc1C(=O)OCC
Assay by compound	31	32	33	34	35	36
NPYLR7 agonist	6	-5	9	-5	10	11
hcGAS inh	-2	-1	0	16	-4	-12
mcGAS lum	·	-3	-5	·	-5	-7

37) N[C@@H]1CC[C@@H](NC(=O)CCCn2cnnn2)C1
38) CN1CC2(CCN(C3CCN(Cc4ccccc4)CC3)CC2)CC1C(=O)N1CCOCC1 (stereo not drawn)
39) CC(=O)N1CCN(C(=S)NC2CC3CCC2C3)CC1 (stereo not drawn)
40) CCCCC(=O)Nc1sc(SCC(N)=O)nc1-c1ccccc1
41) COc1ccc(COCC2CO2)cc1 (stereo not drawn)
42) CCOC(=O)C1CCN(C(=O)c2coc(CN(CCN3CCOCC3)Cc3cccc(OC)c3)n2)CC1
Assay by compound	37	38	39	40	41	42
NPYLR7 agonist	3	·	21	-9	10	9
hcGAS inh	-3	-16	-8	-5	0	-5
mcGAS lum	-7	-6	·	-8	·	-8

43) CC(CC12CC3CC(CC(C3)C1)C2)=NNC(=O)C1CC1
44) CN1C(=S)N(c2ccc3c(c2)OCO3)C(=O)/C1=C\c1cccc(OCCO)c1
45) CC(=O)NCCNC(=O)CC1(C)N=C(c2ccccc2)N(C)O1 (stereo not drawn)
46) COC(=O)c1ccc(C(=O)NC2CC3CCC(C2)N3Cc2ccc(OC)cc2OC)cc1 (stereo not drawn)
47) Cc1nc2c(c(N(C)C)n1)CCN(C(=O)c1c(C)[nH]c3c1C(=O)CCC3)C2
48) Cc1ccc(Nc2cc(C)nc(N3CCN(C(=O)c4ccc5ccccc5c4)CC3)n2)cc1
Assay by compound	43	44	45	46	47	48
NPYLR7 agonist	-2	34	-2	1	5	12
hcGAS inh	1	-1	5	-10	-4	-6
mcGAS lum	·	-3	·	-9	-10	·

Retrieved one by one from above, two records:
43) CC(CC12CC3CC(CC(C3)C1)C2)=NNC(=O)C1CC1
48) Cc1ccc(Nc2cc(C)nc(N3CCN(C(=O)c4ccc5ccccc5c4)CC3)n2)cc1
Assay by compound	43	48
NPYLR7 agonist	-2	12
hcGAS inh	1	-6
mcGAS lum	·	·

Following part.
49) CCc1nc2cc(C(=O)N(CC3CC3)CC3CCCO3)cc(NC(=O)c3ccccc3OC)c2n1C (stereo not drawn)
50) CCN(Cc1ccccc1)c1ccc(S(=O)(=O)N2CCN(C)CC2)cc1[N+](=O)[O-]
51) O=C(CN1C(=O)c2ccccc2C1=O)NCC(=O)OCC(=O)c1ccc([N+](=O)[O-])cc1
52) O=C(NCc1c(F)cccc1OC(F)F)N1CCOCC1
53) CC1(C)O[C@@H]2C[C@@](OCc3ccc(C#N)cc3)(C(=O)NCCN3CCOCC3)CC(OCc3cccc(F)c3F)[C@@H]2O1 (stereo partly drawn)
54) CCOc1ccc(CCNS(=O)(=O)C2CC3CCC2C3)cc1OCC (stereo not drawn)
Assay by compound	49	50	51	52	53	54
NPYLR7 agonist	7	-5	3	-4&2	2	7
hcGAS inh	-2	-4	0	-1&-9	2	-5
mcGAS lum	-1	-7	-6	-17	-1	·

55) Cc1cc(C)n(C2CCN(Cc3nc(-c4ccc(Cl)cc4)no3)C2)n1 (stereo not drawn)
56) Cc1nnc(SCC(=O)N2CCN(S(=O)(=O)c3ccccc3)C2C(C)C)[nH]c1=O (stereo not drawn)
57) CC(=O)Nc1nnc(-c2ccc3c(c2)OCO3)s1
58) CCc1cc(CN2CCC(N3CCCC(C(=O)N4CCOCC4)C3)CC2)[nH]n1 (stereo not drawn)
59) CCN(CC)c1ncccc1CNC(=O)CN1CC(=O)NC1=O
60) O=C(NCc1ccncc1)C1CC(c2ccccc2F)=NO1 (stereo not drawn)
Assay by compound	55	56	57	58	59	60
NPYLR7 agonist	6	-2	6	11	7	-5
hcGAS inh	2	-1	-1	-3	-11	-7
mcGAS lum	6	·	-8	-7	·	-5

61) O=C(Nc1cnn(CCN2CCOCC2)c1)c1cccc(F)c1
62) O=C(NC1CCN(c2ccccc2C(=O)NCC2CCCO2)CC1)c1ccco1 (stereo not drawn)
63) Fc1ccc(Oc2cc(N3CCC(Cc4ccccc4)CC3)ncn2)cc1Cl
64) CCOC(=O)N1CCN(C(=O)c2ccc(OC)c(Br)c2)CC1
65) Cc1cc(NC(=O)CN2CC(C)OC(C)C2)nc2c1c(=O)oc1ccccc12 (stereo not drawn)
66) Cc1nc(S(=O)(=O)CCc2scnc2C)sc1C
Assay by compound	61	62	63	64	65	66
NPYLR7 agonist	5	-3	-16	15	-2	3
hcGAS inh	-8	-7	0	-6	-9	-6
mcGAS lum	·	-5	-3	·	-6	-16

67) COc1cccc(N2C(=O)CSC2c2ccc(NC(=O)c3ccc(Br)cc3)cc2)c1 (stereo not drawn)
68) Cc1ccc(C(=O)NCCn2c(C)cc3ccccc32)cc1
69) CCOCC1CCC2(CCN(S(=O)(=O)c3c(C)cc(C)cc3C)CC2)O1 (stereo not drawn)
70) O=C(Cc1cccs1)NC1CCN(c2ccccc2C(=O)NCc2ccncc2)CC1
71) OC(c1c(F)cncc1Br)C1CCCCC1 (stereo not drawn)
72) CC(Sc1ccccn1)C(=O)N1CCn2c(C(N)=O)cnc2C1 (stereo not drawn)
Assay by compound	67	68	69	70	71	72
NPYLR7 agonist	-10	0	·	20	1&-2	2
hcGAS inh	3	-7	-14	-7	-6&1	-7
mcGAS lum	-1	·	-5	-5	·	-11

73) CCOc1ccc(-c2nnc(NC(=O)Cc3cccc4ccccc34)o2)cc1
74) CC(C1CC1)n1nccc1NC(=O)Cc1ccc(Cl)cc1Cl (stereo not drawn)
75) O=C(COc1ccccc1)N1CCN(c2ccc(Nc3ccncc3)nn2)CC1
76) COCCn1c(=O)c2c(nc3n(-c4ccc(OC)cc4OC)c(C)c(C)n23)n(C)c1=O
77) Cc1c(C(=O)N2CCCCC2)c(C(F)(F)F)nn1C1CCCN(C(C)C)C1 (stereo not drawn)
78) Cc1nn(C)c(C)c1C(NC(=O)c1cc2cc(Cl)ccc2o1)C(F)(F)F (stereo not drawn)
Assay by compound	73	74	75	76	77	78
NPYLR7 agonist	1	4	7	0	12	2
hcGAS inh	6	-12	-12	-6	-11	-8
mcGAS lum	0	-9	·	·	·	·

79) C=CCN(C)Cc1cc2cc3c(cc2[nH]c1=O)CCC3
80) O=C(c1ccc(N2CCC(NCc3cc(C(F)(F)F)ccc3F)CC2)cc1)N1CCCC(CO)C1 (stereo not drawn)
81) Cc1ccc(OCCSc2nc3ccccc3n2CCOc2ccccc2)cc1C
82) Cn1nc([N+](=O)[O-])nc1Sc1nc2ccccc2n1C
83) CC(=O)Oc1ccccc1C(=O)O
Assay by compound	79	80	81	82	83
NPYLR7 agonist	2	-2	-10	15	-13&5
hcGAS inh	-1	-4	-4	-14	3&-2
mcGAS lum	-14	-22	-6	-2	-4

Arranged by formula weight (largest number first): 19 of the compounds above
49) CCc1nc2cc(C(=O)N(CC3CC3)CC3CCCO3)cc(NC(=O)c3ccccc3OC)c2n1C (stereo not drawn)
35) COc1cccc(-c2cc(C(=O)N3CCN(C(=O)c4ccccc4)CC3)c(C)n2-c2ccccc2)c1
38) CN1CC2(CCN(C3CCN(Cc4ccccc4)CC3)CC2)CC1C(=O)N1CCOCC1 (stereo not drawn)
48) Cc1ccc(Nc2cc(C)nc(N3CCN(C(=O)c4ccc5ccccc5c4)CC3)n2)cc1
19) NS(=O)(=O)NCC1CCCN(c2nc(-c3cccc(Cl)c3)nc3c2CCCC3)C1 (stereo not drawn)
51) O=C(CN1C(=O)c2ccccc2C1=O)NCC(=O)OCC(=O)c1ccc([N+](=O)[O-])cc1
10) CCCCN1CC(c2nc3ccccc3n2CC(=O)N2CCOCC2)CC1=O (stereo not drawn)
69) CCOCC1CCC2(CCN(S(=O)(=O)c3c(C)cc(C)cc3C)CC2)O1 (stereo not drawn)
Assay by compound	49	35	38	48	19	51	10	69
NPYLR7 agonist	7	10	·	12	6	3	3	·
hcGAS inh	-2	-4	-16	-6	-9	0	-11	-14
mcGAS lum	-1	-5	-6	·	·	-6	-3	-5

24) CN1CCN(C(=O)C2CNCCN2C(=O)c2cc3ccccc3s2)CC1 (stereo not drawn)
47) Cc1nc2c(c(N(C)C)n1)CCN(C(=O)c1c(C)[nH]c3c1C(=O)CCC3)C2
55) Cc1cc(C)n(C2CCN(Cc3nc(-c4ccc(Cl)cc4)no3)C2)n1 (stereo not drawn)
1) C=CCn1cc(CN2CCCC(c3nc(C(C)C)no3)C2)c(C)n1 (stereo not drawn)
59) CCN(CC)c1ncccc1CNC(=O)CN1CC(=O)NC1=O
2) CSc1nc2ncc3c(=O)n(Cc4ccco4)ccc3n2n1
21) CN1CCN(c2ncnc3c2oc2ccc(Cl)cc23)CC1
66) Cc1nc(S(=O)(=O)CCc2scnc2C)sc1C
Assay by compound	24	47	55	1	59	2	21	66
NPYLR7 agonist	9	5	6	-9	7	3	11	3
hcGAS inh	-3	-4	2	-3	-11	-10	-5	-6
mcGAS lum	-7	-10	6	0	·	·	·	-16

60) O=C(NCc1ccncc1)C1CC(c2ccccc2F)=NO1 (stereo not drawn)
37) N[C@@H]1CC[C@@H](NC(=O)CCCn2cnnn2)C1
83) CC(=O)Oc1ccccc1C(=O)O
Assay by compound	60	37	83
NPYLR7 agonist	-5	3	-13&5
hcGAS inh	-7	-3	3&-2
mcGAS lum	-5	-7	-4
